E coli growth: reduces bacterial viability in AddAB counter-screen | 330,000 tested, 0.27% active | inhibition, % at 11.9 µM | AID 449728 | E. coli V3065 growth, OD600 absorbance, 18 h;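 active = inhibition above the campaign's mean inhibition across all tested compounds plus 3 SD, cut at about 9.9% in these data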;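 also: uninfected addAB+ strain grown without phage in ampicillin broth; 0% = DMSO wells and 100% = ciprofloxacin 0.95 µg/ml wells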
PKA-R1A activ: PKA-R1A complex activation; 340,000 tested, 0.083% active; activation, % at 11.4 µM; P00514+P68181; PKA-R1A dissociation, Cy5-IP20 fluorescence polarization; scaled: DMSO 0%, 113 µM cGMP 100%;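 active = percent activation above the mean of all tested compounds plus 3 SD, cut at about 19% in these data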;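 also: higher means more PKAc released from R1A so a rise in polarization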
phage Ecoli inh: E. coli growth loss with phage present; growth absorbance; inhibition, % at 11.9 µM; 360,000 tested, 0.26% active; in the data active = inhibition above about 11%
PKA-R2B activ: activates the human PKA-R2B holoenzyme complex | activation, % at 11.4 µM | P22694+P31323 | 340,000 tested, 0.079% active | PKA-R2B holoenzyme dissociation, Cy5-IP20 fluorescence polarization; R2B truncated from residue 108, S112A mutant; 0% DMSO only, 100% 113 µM cGMP | AID 504700;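 active = activation above a cutoff set at the mean over all compounds plus 3 SD, cut at about 18% in these data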;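 also: higher means more holoenzyme dissociation and a rise in polarization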
Mot1-301 SUMO: blocks SUMOylation pathway, rescuing yeast Mot1-301 growth | S. cerevisiae Mot1-301 growth rescue, ATP luminescence, 38.5C; percent above DMSO median, 100 means doubled | growth rescue, % at 18.8 µM | 320,000 tested, 1% active | AID 2716;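 active = every valid replicate shows activation above 250% relative to neutral control wells; inactive = the rest, any valid replicate at or below 250%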;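 also: OY570 slx delta 5 strain wells were the positive control but not used for scaling; some compounds called inactive have numbers as strong as hits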
HTR5A ag ctr: HTR5A agonism, opioid heterodimer counter-screen; P47898; activation, % at 9.3 µM; HTR5A agonist assay, luminescence, cell-based; 340,000 tested, 0.61% active; AID 504692; in the data active = activation mostly above about 9.5%, no sharp cut-off; inactive = mostly below about 7.6%;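 also: 0% = cells with vehicle only and 100% = reference agonist; strong numbers were not always called active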
Target sequence (P47898 whole entry, looked up): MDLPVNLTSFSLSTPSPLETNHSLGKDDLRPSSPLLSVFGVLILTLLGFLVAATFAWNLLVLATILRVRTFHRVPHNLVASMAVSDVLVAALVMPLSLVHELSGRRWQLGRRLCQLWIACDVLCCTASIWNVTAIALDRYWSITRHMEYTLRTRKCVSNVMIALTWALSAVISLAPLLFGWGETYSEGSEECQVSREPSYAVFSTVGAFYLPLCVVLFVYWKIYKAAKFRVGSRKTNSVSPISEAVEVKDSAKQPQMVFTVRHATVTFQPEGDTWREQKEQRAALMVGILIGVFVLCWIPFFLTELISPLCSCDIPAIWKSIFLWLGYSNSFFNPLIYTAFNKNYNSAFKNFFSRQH
Tat transport: E. coli Tat transport inhibition; E. coli MC4100 TorA-mCherry Tat export, fluorescence; inhibition, % at 10 µM; 340,000 tested, 0.036% active; AID 488895;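 active = mean replicate inhibition at least 50% and at least half of replicates individually reaching 50%; inconclusive = only one of the two criteria met; inactive = neither criterion met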;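 also: exported cargo escapes ClpAP degradation while cytoplasmic cargo is degraded and loses fluorescence; 0% = median of neutral control wells and 100% = median of NaSCN control wells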
AddAB inh: less growth of phage-infected E. coli with AddAB; AID 435030; inhibition, % at 11.9 µM; E. coli expressing H. pylori AddAB, absorbance growth; 330,000 tested, 0.29% active; in the data active = inhibition above about 12%;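 also: 0% = vehicle wells of infected cells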
DAGLB inh: blocks human DAGLB lipase activity; Q8NCG7; HEK293T DAGLB membrane lysate, EnzChek fluorogenic substrate; inhibition, % at 5.17 µM; 340,000 tested, 0.059% active; AID 504411; in the data active = inhibition above about 34%;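 also: 0% = enzyme with vehicle and 100% = wells lacking enzyme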
HTR5A inv ag: inverse agonist of human HTR5A in OPRM1-OPRD1 counter-screen; 340,000 tested, 0.083% active; HTR5A cell line, luminescence, inverse agonism; AID 504634; inhibition, % at 9.3 µM; P47898; in the data active = inhibition mostly above about 23%, no sharp cut-off; inactive = mostly below about 18%;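 also: 0% = cells with DMSO and 100% = no-cell wells with DMSO; some compounds called inactive have numbers as strong as hits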
CDK5 inh: CDK5/p35 (human) kinase inhibition; Q00535+Q15078; Recombinant CDK5/p35, ADP-Glo luminescence, 60 min; inhibition, % at 10 µM; 330,000 tested, 0.01% active; AID 488839;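 active = highest replicate inhibition of at least 50% and at least 75% of replicates reaching 50%; inconclusive = only one of the two criteria met; inactive = both criteria failed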;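 also: plate controls were DMSO neutral control for no effect and GW8510 at 10 µM for full effect; many of its hits are not listed in these tables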
Target sequence (Q00535 whole entry, looked up): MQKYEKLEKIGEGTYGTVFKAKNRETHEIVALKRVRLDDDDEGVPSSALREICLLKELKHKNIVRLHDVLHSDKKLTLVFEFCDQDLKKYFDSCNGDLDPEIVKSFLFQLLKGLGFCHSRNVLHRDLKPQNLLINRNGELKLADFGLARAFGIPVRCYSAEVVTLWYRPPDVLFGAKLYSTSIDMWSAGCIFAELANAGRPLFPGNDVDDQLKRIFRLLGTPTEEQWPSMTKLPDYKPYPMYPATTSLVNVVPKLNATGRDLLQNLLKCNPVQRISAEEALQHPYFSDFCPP
Target sequence (Q15078 whole entry, looked up): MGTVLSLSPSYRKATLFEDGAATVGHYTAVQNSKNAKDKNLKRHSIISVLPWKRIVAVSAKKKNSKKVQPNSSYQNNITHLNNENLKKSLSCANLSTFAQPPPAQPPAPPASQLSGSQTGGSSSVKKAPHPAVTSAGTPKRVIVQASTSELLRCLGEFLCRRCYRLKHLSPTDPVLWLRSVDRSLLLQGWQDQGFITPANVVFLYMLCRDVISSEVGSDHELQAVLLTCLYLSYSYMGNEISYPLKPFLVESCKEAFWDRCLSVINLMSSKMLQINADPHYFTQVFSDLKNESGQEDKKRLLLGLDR
* = called active by the depositor; ? = inconclusive; . = not tested or not shown. Rows are unselected, and some 2.3% of all compounds hit somewhere here.

SMILES,CDK5 inh,HTR5A ag ctr,E coli growth,PKA-R2B activ,Mot1-301 SUMO,phage Ecoli inh,AddAB inh,DAGLB inh,PKA-R1A activ,HTR5A inv ag,Tat transport
O=C1C[C@H]2[C@H](CO)[C@@H](OC(=O)c3ccc(-c4ccccc4)cc3)C[C@H]2O1,-4.3,.,0.2,.,1.7,4.0,-0.3,.,.,.,-0.9
Cc1cc(NC(=O)CSc2ncc(C(=O)O)n2-c2ccc(F)cc2)no1,1.3,0.6,0.3,15.1,8.3,0.7,-0.7,1.0,6.3,9.7,7.8
COc1ccccc1CNC(=O)C(C)Sc1ccsc1[N+](=O)[O-] (stereo unspecified),2.4,-6.2,-2.3,1.7,62.2,2.0,4.7,2.4,-2.2,15.9,1.3
COc1cccc(CNC(=O)C2CCN(S(=O)(=O)N3CCCC3)CC2)c1,-5.9,3.6,1.3,5.8,1.8,-0.2,1.6,2.1,-1.1,-8.5,-2.3
COc1ccc(-c2c(-c3ccc(OCC(=O)NN)cc3O)n[nH]c2C)cc1OC,-0.3,0.0,3.9,0.1,-17.2,1.7,1.2,0.6,3.6,0.1,-3.7
O=C1CN(C(=O)COC(=O)CNC(=O)c2ccc(Br)o2)c2ccccc2N1,-0.9,0.9,-0.6,2.1,.,6.1,0.0,0.8,1.2,-5.1,-1.6
CCN(C(=O)CSc1nnnn1-c1ccccc1)c1c(N)n(Cc2ccccc2)c(=O)[nH]c1=O,.,-2.6,-3.1,-1.9,0.3,0.9,0.0,-1.4,-7.8,-0.2,-7.7
O=S(=O)(Nc1nccs1)c1ccc(Nc2nnc(-c3ccccc3)c3ccccc23)cc1,1.3,2.2,-3.5,-18.6,42.6,-0.6,-2.8,9.4,-1.5,-14.7,-14.6
COc1ccc(NC(=O)CS(=O)(=O)Cc2nc(-c3ccc(C)cc3)oc2C)cc1,0.6,0.5,3.1,-1.8,22.9,6.3,3.9,1.5,0.4,-11.2,1.3
CCOc1ccc(NC(=O)CN(C)C(=O)CN2C(=O)NC3(CCCC3)C2=O)cc1OCC,-0.2,5.9,-2.1,5.5,29.7,2.0,-1.9,0.9,4.5,5.9,-7.5
CCN1C[C@@H]2[C@@H]3C(=O)N(Cc4ccccc4)C(=O)[C@@H]3[C@](C)(C1=O)N2C(=O)c1ccc(C(C)(C)C)cc1,-1.6,12.1,.,-0.8,.,-0.9,.,-0.8,0.4,-35.6,1.7
COC(=O)C1CCN(C(=O)COC(=O)COc2ccc(C#N)cc2)CC1,0.7,-1.0,-1.3,-15.2,-11.7,2.1,-2.5,-0.6,-20.3,2.4,-0.6
CCOC(=O)c1c(NC(=O)c2ccno2)c2cc([N+](=O)[O-])ccc2n1C,1.9,0.0,-1.6,-3.9,-11.8,2.1,-1.6,2.0,-6.8,-18.8,36.2
Nn1c(Cc2cccc3ccccc23)n[nH]c1=S,0.5,-7.1,-0.2,-1.8,6.7,1.9,0.4,0.4,-3.1,17.6,8.7
S=C(Nc1ccc(Cl)cc1Cl)NC1CCN(Cc2ccccc2)CC1,0.8,4.0,2.8,-7.6,181.5,3.4,7.3,-1.5,4.5,3.7,-9.7
C/C(=N\OC(=O)c1ccccc1)c1cc(-c2ccc(Cl)cc2)no1,0.3,2.2,0.5,11.0,-12.7,-3.0,1.8,0.6,3.3,15.1,-0.4
Cc1ccc(CNC(=O)Nc2cccc(C)c2)cc1,-3.6,3.4,-3.5,2.3,8.3,4.0,0.5,-2.2,-2.9,2.6,2.8
CCCN(C(=O)CCCSc1nc2ccccc2[nH]1)c1c(N)n(Cc2ccccc2)c(=O)[nH]c1=O,1.6,-4.5,-0.3,0.8,2.4,1.6,1.6,-2.8,12.3,12.3,-4.1
Cc1ccc(S(=O)(=O)NCCC(=O)OC(C)C(=O)NC2CC2)cc1 (stereo unspecified),-5.1,3.3,.,0.9,.,0.1,.,2.6,-5.9,9.7,10.4
CCOc1ccc(C2NC(=O)C(C#N)=C(S)N2c2ccc(C)cc2)cc1OC (stereo unspecified),0.6,-1.4,-3.4,-4.9,-13.0,0.0,-0.1,2.0,-7.1,-18.4,-2.4
O=C(NCc1ccccn1)c1ccc(CS(=O)(=O)Cc2ccc(Cl)cc2)o1,-1.0,13.1,0.4,-3.6,-6.0,3.1,0.8,1.7,8.5,-31.7,0.1
N/C(=N\OC(=O)Cc1ccccc1)c1ccccc1Cl,-0.1,4.2,-2.0,-12.4,8.2,-1.1,0.3,-5.2,4.2,-11.7,2.0
Cc1ccccc1S(=O)(=O)Oc1ccc2ccc(O)cc2c1,2.1,-5.0,0.7,-9.5,-12.7,-0.3,2.5,-1.5,4.3,17.1,5.1
N/C(=N\OC(=O)Cc1ccc(Cl)cc1)c1ccccn1,0.7,4.6,0.2,0.4,11.4,1.4,-1.0,0.5,1.3,-38.8,5.0
COc1ccc(C(=O)CC(=O)C(=O)Nc2ccccc2Cl)cc1,1.5,0.8,-3.7,-11.1,5.5,1.2,-0.5,-1.4,-14.5,-3.0,5.7
O=C(Nc1ccccc1F)c1cc(-c2ccco2)nc2ccccc12,0.2,0.0,-0.5,4.2,11.7,2.0,5.1,0.8,-1.2,-0.1,-11.4
COc1ccc(N2CC(O)=C(c3nc(-c4ccc(F)cc4)cs3)C2=N)cc1OC,-2.9,4.4,-1.9,-2.3,-0.7,4.9,1.8,2.3,1.2,-5.7,-3.0
Cc1ccc(/C=C/C2=NN(Cc3ccccc3Cl)C(=O)CC2)cc1,1.1,1.1,-2.4,1.7,23.9,3.5,2.0,-4.2,4.2,15.7,8.9
O=C(Nc1ccc2c(c1)OCCO2)c1ccc(Cl)c(S(=O)(=O)N2CCCCC2)c1,-0.8,1.0,3.1,-11.0,11.2,4.6,-0.6,-4.7,-9.2,-2.7,?
CCOC(=O)C1CCCN(C(=O)c2ccco2)C1 (stereo unspecified),-1.1,-6.8,-0.1,3.3,-0.5,2.4,0.1,1.3,-4.9,16.1,-0.5
COc1ccc(-n2ncc3c(Nc4cccc(C)c4)ncnc32)cc1,2.9,2.9,0.8,15.7,14.8,2.8,-0.1,-13.5,6.7,21.0,-3.0
O=C(Nc1nnc(SCCC2OCCO2)s1)C1CC(=O)N(c2ccc(F)cc2)C1 (stereo unspecified),-2.1,4.6,-1.4,0.3,-9.3,-0.4,-1.0,3.2,4.9,-12.8,-0.6
COc1ccc(S(=O)(=O)Nc2ccc3c(c2)OCO3)cc1C(=O)O,-1.4,-0.9,2.7,-1.0,-7.8,-1.8,1.9,-0.3,-10.4,16.6,-0.4
CSCC(C)N1CCC(CCC(=O)NC2CC2)CC1 (stereo unspecified),-2.1,11.9*,-1.2,-0.7,-10.5,2.4,0.1,-1.3,-9.5,8.6,-1.9
COc1cc(OC)cc(N2C(=O)CSCC2=O)c1,-0.4,-2.5,-0.7,-0.1,15.0,1.8,-1.6,1.7,-6.5,6.4,-5.6
Cc1ccc(NC(=O)C(=O)C2C(=O)Nc3ccccc32)cc1 (stereo unspecified),1.6,-0.7,-3.1,0.3,-3.3,3.3,-1.2,3.0,-5.6,2.0,1.9
C=CCN1C(=O)/C(=C2/Sc3ccc(OC)cc3N2CC)SC1=S,0.5,-2.8,2.0,-14.6,10.4,0.2,2.5,-2.0,-11.7,29.3,-6.2
O=S(=O)(c1ccccc1)N1CCN(CCc2ccccc2)CC1,-1.1,-2.3,0.0,15.6,-2.0,0.9,2.2,-4.1,9.2,21.9,2.4
CN1C2CCC1CC(NS(=O)(=O)c1cccc(C(F)(F)F)c1)C2 (stereo unspecified),0.2,-0.2,1.3,-0.8,-1.2,1.6,1.7,-0.9,-2.5,0.9,2.0
Cc1ccc2sc3ccc(NC(=O)c4ccccc4Cl)cc3c(=O)c2c1,0.2,-0.2,2.2,-13.8,106.9,1.9,1.2,-4.7,-8.8,16.3,-2.7
COc1ccccc1C1/C(=C(/O)c2ccccc2)C(=O)C(=O)N1CC(C)O (stereo unspecified),0.0,3.9,0.7,-1.4,12.3,0.5,-0.5,0.4,1.5,-10.8,7.9
COc1cc(CN2CCN(C(=O)c3cccc4ccccc34)CC2)cc(OC)c1O,-6.8,-3.8,1.3,3.7,-3.7,-0.2,1.8,2.2,-7.3,1.0,21.5
CSc1ccc(NS(=O)(=O)c2ccc(-n3cnnn3)cc2)cc1,-0.5,-2.2,-0.3,3.1,0.8,0.6,1.6,1.7,12.8,-12.1,3.6
C=CCN(CC=C)C(=O)C(=O)c1ccn(-c2c(C)csc2C(=O)OC)c1,0.0,6.0,-0.9,5.8,1.7,3.5,1.0,-1.6,9.6,-14.3,-9.2
C/C(Cc1ccccc1)=N\NC(=O)CNC(=O)c1cccc(Br)c1,1.8,-1.9,1.7,1.8,-3.6,3.5,-0.2,0.1,-2.3,7.5,-3.1
COC(=O)/C=C/c1ccc(OC(=O)OC)c(OC(=O)OC)c1,0.3,0.5,0.8,-13.1,51.5,3.7,-0.6,0.3,2.4,0.7,-1.5
CC[n+]1ccccc1/C=C/c1ccc(N(C)C)cc1,1.1,-4.3,.,2.9,.,2.9,.,-2.9,0.5,10.7,-9.6
O=C(O)c1ccccc1C(=O)c1ccc(F)c(F)c1,0.3,-2.7,.,1.2,.,-0.5,.,1.8,-1.2,7.8,3.0

High-throughput results as filed in PubChem BioAssay.
